b-catenin transl: alters nuclear translocation of beta-catenin in HeLa cells. nuclear translocation activity, % at 5 µM. hit rate 0.3% among 190,000. immunofluorescence imaging;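 active = nuclear translocation activity above 50% at 5 µM, with a well cell count of 50 or more; inconclusive = wells under 50 cells across six images, flagged as toxic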;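 also: per-cell ratio of nuclear to cytoplasmic median beta-catenin stain intensity; plate controls were DMSO negative control for no effect and GSK-3 inhibitor IX positive control for full effect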
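Test system: HeLa cells, endogenous beta-catenin; Compound: single 5 µM dose plus 0.02–20 µM confirmation series; Times: compound exposure 24 h at 37°C; Signal: fluorescence imaging of beta-catenin antibody stain plus DAPI; Read-out: % activation, nuclear-to-cytoplasmic median beta-catenin signal ratio per cell.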
MT stabilize HCS: microtubule stabilization, imaging screen; HeLa tubulin immunostaining HCS, 24 h; share of cells brighter than vehicle mean+2SD; % tubulin-high responders, % at 10 µM; hit rate 0.83% among 200,000; AID 2205;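 active = plate Z-score above 3 for both tubulin-high and condensed-nucleus cell shares, with cell loss under 80%, at 10 µM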;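 also: anti alpha tubulin signal scored within the nucleus-defined area of each cell; some results filed as inactive read as strong as hits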
Yfh1-depleted yeast: mitochondrial function rescue without frataxin homolog – Friedreich's ataxia, plus single-dose screen, dose response (AID 1465) | S. cerevisiae Yfh1-off respiration, WST-1 reduction, 72 h; higher fold induction means a stronger effect | fold induction at 50 µM, or EC50 in µM where a hit was titrated | hit rate 0.074% among 220,000;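 active = fold induction of absorbance versus untreated yeast above a set limit, then at least 30% activation at any dose in follow-up; inconclusive = repeats straddling the limit, or above it without dose testing; inactive = fold induction below the set limit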;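 also: activators that raise dye reduction in frataxin-depleted yeast; strong numbers were not always called active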
T cell modulator: T cell immune modulators affecting CD8 T cell-vesicle binding; 2C CD8+ T cell-vesicle binding, flow cytometry; active compounds read low; calls only at 7 µM; hit rate 0.068% among 330,000;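 active = response, share of CD8 T cells binding vesicles, and their 90th percentile fluorescence all below set limits, cut at about 80% in these data, passing the limit was not always enough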
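material = purified 2C TCR transgenic mouse naive CD8+ T cells | controls = Unloaded micro-vesicles (low), QL9 vesicles with 0.7% DMSO (high) | detection = cytometric PE anti-B7-1 and Alexa647 anti-CD8 signals after 1% paraformaldehyde fixation | incubation = binding step 1.5 h, 37 °C, antibody labelling 20 min, ice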
Dynein cargo inh: dynein cargo transport inhibition; hit rate 0.47% among 220,000; z-score, hits read low; 3617.4 mouse cells, GR-EGFP nuclear translocation imaging; test concentration mostly 20 µM; stimulated with dexamethasone, 1 µM; active compounds read low; AID 1381;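 active = plate z-score of nuclear minus cytoplasmic receptor signal below a set negative limit, without overly bright fluorescence or cell loss, cut at about -3.5 in these data, passing the limit was not always enough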;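 also: z-score of nuclear minus cytoplasmic ring GR-EGFP intensity difference per well; some compounds called inactive have numbers as strong as hits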
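Also added: dexamethasone, 1.0 µM final. Medium: tet-free, stripped-serum medium. Detection: fixed, Hoechst-stained cells imaged at 10x for EGFP. Read-out: nuclear-to-cytoplasmic GR-EGFP distribution per well. Times: induction 48 h, compound 1 h, agonist 30 min.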
P. falciparum M1AAP: P. falciparum M1AAP inhibitors, biochemical, fluorogenic H-Leu-NHMec substrate, 1536-well (AID 1445); one-dose inhibition, % at 30 µM; IC50 in µM for titrated hits; recombinant M1AAP, H-Leu-NHMec fluorogenic kinetic assay; higher % means a stronger effect; hit rate 0.42% among 220,000;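 active = primary inhibition above the hit cutoff, then over 50% inhibition at one or more dose response concentrations, cut at about 23% in these data, passing the limit was not always enough; inconclusive = conflicting primary data, or primary hits not chosen for dose response; inactive = low primary inhibition, or under 50% at every dose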;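 also: plate controls were DMSO full reaction for no effect and no enzyme background for full effect; strong numbers were not always called active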
P. falciparum M17LAP: P. falciparum M17LAP inhibitors, primary screen, biochemical, fluorogenic H-Leu-NHMec substrate, 1536-well (AID 1619) | inhibition, % at 30 µM; hits with a dose series show IC50 in µM | hit rate 0.38% among 220,000 | recombinant M17LAP, H-Leu-NHMec fluorogenic kinetic assay; higher % means a stronger effect;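 active = compound inhibiting the enzyme by more than half at any dose during confirmatory dose-response retesting; inconclusive = strong single-dose inhibitors picked by rank but not retested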;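 also: plate controls were full reaction with DMSO carrier for no effect and no enzyme background for full effect; strong numbers were not always called active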
WT yeast gro inh: growth inhibition of WT yeast, mitochondrial fusion screen. mitochondrial fusion phenotypic screen, WT strain. inhibition, % at 10 µM. hit rate 2.1% among 190,000. AID 1362; in the data active = inhibition above about 58%; tested in S. cerevisiae
Autophagy mod: alters autophagy in cells; MEF GFP-LC3 puncta imaging; test concentration mostly 10 µM; calls only at 10 µM (by protocol); hit rate 0.98% among 190,000; AID 463193;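 active = percentage of spot-positive cells more than 3 SD above its plate mean, without a fluorescence outlier flag or 80% toxicity; inconclusive = no clear call, values can overlap the other calls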;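 also: spot-positive cell cutoff set from DMSO-treated cells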
WT yeast gro inh mutant strain: second read-out of WT yeast gro inh, no call of its own (marks repeat the call); inhibition, %; mitochondrial fusion phenotypic screen, mutant strain inhibition
Dynein cargo inh cytoplasmic EGFP: also measured in Dynein cargo inh; calls as there; z-score; measured here: cytoplasmic GR-EGFP intensity; active compounds read high
Dynein cargo inh nuclear GR-EGFP: recorded beside Dynein cargo inh, whose call it bears; z-score; measured here: nuclear GR-EGFP intensity;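 lower value marks the stronger effect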
Dynein cargo inh cell count: second read-out of Dynein cargo inh, no call of its own (marks repeat the call); z-score; measured here: cell count per field
b-catenin transl cell count 5 µM: also measured in b-catenin transl; calls as there; cell count; measured here: cell count, cytotoxicity flag
T cell modulator vesicle-bound %: also measured in T cell modulator; calls as there; double positive events, %; measured here: CD8+ vesicle-bound cell fraction;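 binding gate set so that unloaded-vesicle control wells show 10% double positive cells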
MT stabilize HCS Hoechst-high %: recorded beside MT stabilize HCS, whose call it bears; % Hoechst-high responders; measured here: nuclear condensation Hoechst responders;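 share of cells brighter than vehicle mean plus two SD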
MT stabilize HCS cytotoxicity %: also measured in MT stabilize HCS; calls as there; toxicity, %; measured here: cytotoxicity by cell density;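 0% = mean cell density of plate MIN control wells and 100% = no cells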
Autophagy mod cell loss 18 h: also measured in Autophagy mod; calls as there; toxicity, %; measured here: cell loss, nuclei count;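 cell loss after 18 h compound exposure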
* hit, by the source's call; i = inactive; ? = inconclusive; . = not tested or not shown; + = active, no number.

SMILES	b-catenin transl	b-catenin transl cell count 5 µM	MT stabilize HCS	MT stabilize HCS Hoechst-high %	MT stabilize HCS cytotoxicity %	Yfh1-depleted yeast	T cell modulator	T cell modulator vesicle-bound %	Dynein cargo inh	Dynein cargo inh cytoplasmic EGFP	Dynein cargo inh nuclear GR-EGFP	Dynein cargo inh cell count	P. falciparum M1AAP	P. falciparum M17LAP	WT yeast gro inh	WT yeast gro inh mutant strain	Autophagy mod	Autophagy mod cell loss 18 h
COc1ccc(-n2c(Cc3cccn3C)nnc2SCC(=O)Nc2cccc(Cl)c2)cc1	-1.6	1112	2.4	3.0	6.8	i	i	61	-1.3	-0.059	-0.55	0.47	15%	-5%	15	-3	.	.
COc1ccc(CC(=O)OC2CCCN(C)C2)cc1 (stereo unspecified)	0.2	1386	2.1	1.5	5.6	i	i	38	1.9	-0.04	2	-2.2	.	.	25	1	i	3
CCc1nnc(NC(=O)C(NS(=O)(=O)c2ccc3c(c2)OCCO3)C(C)C)s1 (stereo unspecified)	-5.6	979	1.8	2.0	6.3	i	i	15	-0.86	-0.21	-0.15	0.5	-12%	-7%	-5	-3	i	2
COc1ccc2c(c1)OC13CCN(C)CC1C2C(C(=O)c1ccc(F)cc1)C(=O)N3 (stereo unspecified)	-3.2	561	4.4	1.9	12	.	i	44	-0.28	-0.24	0.51	-0.0054	-1%	8%	20	-2	i	-3
O=C(NC(=S)Nc1cccc(NC(=O)c2ccccc2Cl)c1)c1cccs1	0.2	937	4.6	2.8	3.4	i	i	50	0.55	-0.19	1.6	-1.2	6%	1%	8	-16	i	0
Cn1c2c(c(=O)n(C)c1=O)C(C(F)(F)F)(C(F)(F)F)N=C(c1ccc(Cl)cc1)N2	2.0	988	1.5	0.3	12	i	i	36	0.44	-0.18	0.2	-1.1	4%	13%	26	32	i	15
C=CCn1nc(-c2ccccc2)c(N2CCCCC2)cc1=O	-1.7	1133	3.8	3.3	5.8	i	i	55	-0.049	-0.27	-0.14	-0.26	4%	4%	0	-3	i	1
Cc1cccc(NC(=O)c2ccc(N3CCOCC3)c([N+](=O)[O-])c2)n1	-4.5	1138	2.6	1.2	3.0	i	i	31	-0.32	-0.18	0.5	-0.25	2%	1%	20	12	i	8
Cc1ccc(S(=O)(=O)N/N=C/c2ccccc2O)cc1[N+](=O)[O-]	-1.3	1206	3.5	1.6	6.7	i	i	63	-0.24	-0.31	-0.25	-0.049	2%	8%	2	16	+	7.1*
Cc1ccc2cccc(OCC(=O)NCc3ccco3)c2n1	-0.2	702	4.9	3.2	6.2	i	i	35	2	-0.16	2	-1.1	15%	18%	10	24	i	17
CCOc1ccccc1/C=C(/NC(=O)c1ccccc1)C(=O)NC(C)c1ccccc1 (stereo unspecified)	1.3	918	3.9	1.9	5.0	i	i	34	-0.099	-0.25	-0.19	0.15	4%	-1%	-16	-16	i	-2
CNc1oc(-c2ccc(Cl)cc2)nc1P(=O)(c1ccccc1)c1ccccc1	-0.2	1391	2.8	1.8	11	i	i	24	1.5	-0.23	1.5	-1.1	4%	-5%	62*	50*	i	-26
COc1ccc(NC(=O)NNC(=O)c2ccccc2-n2cccc2)cc1OC	1.2	939	1.7	1.8	0.6	i	i	30	0.16	-0.2	0.14	-0.21	-1%	3%	4	0	i	14
O=S(=O)(c1ccc2c(c1)C(=NO)c1cc(S(=O)(=O)N3CCCCC3)ccc1-2)N1CCCCC1	0.3	1541	40	0.7	44	i	i	11	0.4	-0.21	0.041	0.031	4%	4%	-4	2	?	.
CCC(=NCCc1c(C)[nH]c2ccc(OC(F)(F)F)cc12)C1=C(O)CC(c2ccccc2)CC1=O (stereo unspecified)	0.2	1114	10	4.2	53	i	i	25	0.92	-0.069	0.14	-2.2	4%	14%	28	5	i	36
O=C1C(=O)N(CCN2CCOCC2)C(c2ccccn2)/C1=C(/O)c1ccc(Cl)cc1 (stereo unspecified)	-0.9	1041	1.9	3.5	9.9	i	i	37	-0.75	-0.14	0.18	0.12	1%	-1%	21	5	i	8
O=C(NNc1nc2c(F)cccc2s1)C1COc2ccccc2O1 (stereo unspecified)	1.9	984	2.2	1.5	5.4	i	i	43	1.4	-0.045	0.28	-1.6	-2%	57%	-12	-33	i	-12
Cn1c(C(=O)O)cnc1Sc1ncc(C(F)(F)F)cc1Cl	-1.0	1116	6.9	3.2	8.1	.	i	58	0.55	-0.15	0.32	0.25	-2%	-2%	-2	-6	i	-6
CCCn1c(SCC(=O)c2ccc(CC)cc2)n[nH]c1=O	-2.3	1361	2.3	1.7	2.3	i	i	8	-0.97	-0.23	-1.1	1.2	7%	27%	9	65	i	-4
CCOC(=O)c1c(NC(=O)/C=C/C(=O)O)sc(C)c1-c1ccc(F)cc1	0.9	1178	2.8	1.8	5.6	i	i	17	-2.6	0.68	-1.1	-1.1	-9%	9%	-5	6	i	30
CCCn1c(=S)[nH]c2ccc(C(F)(F)F)cc21	-4.2	1052	1.7	2.1	2.8	i	i	17	-1	-0.18	-0.71	-0.29	12%	2%	3	12	i	-6
COCCSc1ccccc1C(=O)Nc1cc(C)on1	.	.	3.3	3.2	5.5	i	i	62	-0.24	-0.25	-0.095	0.82	3%	-5%	2	-1	i	-6
CCCN(CCC)C(=O)Nc1ccc(F)cc1F	-1.2	1286	.	.	.	i	i	27	0.65	-0.088	0.25	0.47	8%	3%	.	.	.	.
COC1=NS(=O)(=O)c2ccccc21	-1.2	974	4.7	2.1	8.9	i	i	31	-0.95	-0.22	-0.52	0.12	2%	-8%	-18	-4	i	2
CCOc1cc(CN2CCN(c3ccc(C(C)=O)cc3)CC2)ccc1OC	.	.	3.5	2.5	9.6	i	.	.	-0.093	-0.27	0.17	-0.12	6%	10%	10	5	i	-11

Just T cell modulator and Autophagy mod cell loss 18 h (2 entries from above):
SMILES	T cell modulator	Autophagy mod cell loss 18 h
CCC(=NCCc1c(C)[nH]c2ccc(OC(F)(F)F)cc12)C1=C(O)CC(c2ccccc2)CC1=O (stereo unspecified)	i	36
O=C1C(=O)N(CCN2CCOCC2)C(c2ccccn2)/C1=C(/O)c1ccc(Cl)cc1 (stereo unspecified)	i	8

Additional results follow.
SMILES	b-catenin transl	b-catenin transl cell count 5 µM	MT stabilize HCS	MT stabilize HCS Hoechst-high %	MT stabilize HCS cytotoxicity %	Yfh1-depleted yeast	T cell modulator	T cell modulator vesicle-bound %	Dynein cargo inh	Dynein cargo inh cytoplasmic EGFP	Dynein cargo inh nuclear GR-EGFP	Dynein cargo inh cell count	P. falciparum M1AAP	P. falciparum M17LAP	WT yeast gro inh	WT yeast gro inh mutant strain	Autophagy mod	Autophagy mod cell loss 18 h
COc1cccc(/C=N/N2C(=O)NC3(CCCCC3)C2=O)c1O	-1.6	1137	4.4	2.5	5.2	i	i	33	-0.06	-0.22	-0.015	0.94	-2%	8%	30	33	i	1
Cc1nonc1CN(C)C(=O)c1ccc(OC2CCN(Cc3ccccn3)CC2)cc1	-0.5	990	2.1	3.3	8.4	i	i	44	-0.88	0.035	-0.2	0.31	-1%	-5%	1	7	i	9
COc1cc(OC)c(S(=O)(=O)Nc2ccccc2NC(=O)CN2CCOCC2)cc1NC(C)=O	-0.1	1094	4.5	2.5	7.7	i	i	41	-0.14	-0.38	-0.16	1	4%	20%	-16	-1	i	25
Cc1c(-n2c(=S)[nH]c3ccccc3c2=O)c(=O)n(-c2ccccc2)n1C	.	.	4.4	2.6	2.1	i	i	29	0.23	-0.2	0.24	-0.3	5%	5%	8	25	i	3
COc1ccc(C(=O)N/C(=C\c2cc(OC)c(OC)cc2[N+](=O)[O-])C(=O)NCC(=O)O)cc1	0.4	1499	3.7	2.7	9.0	i	i	28	-0.081	0.051	-0.017	-0.54	16%	32%	-1	-19	i	-15
COC(=O)c1oc2ccc(Cl)cc2c1NC(C)=O	.	.	3.2	2.4	4.5	i	i	35	-0.23	-0.23	-0.3	-0.97	5%	-8%	-6	-35	i	2
CCOc1ccc(-c2c(C)n([O-])c3c([n+]2=O)CCCCC3)cc1	-3.0	1043	4.2	1.6	2.0	i	i	54	-0.58	-0.27	-0.3	0.82	1%	4%	2	1	i	4
CCCCOc1cccc(C(=O)NNC(=S)NC2CCCCC2)c1	-0.7	1104	1.2	2.2	8.3	i	i	45	.	.	.	.	-17%	0%	17	5	i	-3
CC1CCCCN1CCNC(=O)c1cc2c(=O)n(C)c3ccccc3c2n1C (stereo unspecified)	.	.	6.2	4.1	8.1	i	i	63	0.46	-0.12	0.58	0.32	-1%	9%	13	2	i	10
C/C(=C\C=C(C#N)C#N)c1cc(C#N)c(N)o1	3.7	1244	10	2.8	11	i	.	.	-0.67	0.77	0.42	-0.28	11%	12%	36	28	i	1
